WT yeast gro inh = growth inhibition of WT strain, primary screen, mitochondrial fusion inhibitor project, WT and mutant strains, chemical genetic | mitochondrial fusion phenotypic screen | actives 2.1% (n = 190,000) | AID 1362, 2008 | inhibition, % at 10 µM; in the data active = inhibition above about 58%; tested in S. cerevisiae
Dynein transport = inhibitors of GR-EGFP nuclear translocation, primary screen, dynein cargo transport inhibitor project, imaging, high-content, 3617.4 mouse cells; test concentration mostly 20 µM; stimulated with dexamethasone, 1 µM; hits give low values; z-score, hits read low; actives 0.47% (n = 220,000); AID 1381, 2008;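 active = plate z-score of nuclear minus cytoplasmic receptor signal below a set negative limit, without overly bright fluorescence or cell loss, cut at about -3.5 in these data, passing the limit was not always enough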;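 also: z-score of nuclear minus cytoplasmic ring GR-EGFP intensity difference per well; some compounds called inactive have numbers as strong as hits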
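Buffer or medium: tet-free, stripped-serum medium; Also added: dexamethasone, 1.0 µM final; Technique: high-content fluorescence imaging after fixation; Times: 48 h induction, 1 h compound, 30 min dex at 37 °C; Read-out: per-cell GR-EGFP intensity, nucleus versus surrounding cytoplasmic ring, well-averaged.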
Ins promoter up = insulin promoter activators in MIN6 cells, imaging, high-content screening, mouse beta cells; actives 0.3% (n = 190,000); z-score at 5 µM; AID 1625, 2009; MIN6 insulin promoter-GFP reporter; hits give high values;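 active = z-score above 3 at 5 µM with at least 500 cells counted in the well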
Autophagy mod = autophagy modulators in MEF cells, primary screen, imaging, high-content, MEF GFP-LC3; calls only at 10 µM (by protocol); MEF GFP-LC3 puncta imaging; test concentration mostly 10 µM; AID 463193, 2010; actives 0.98% (n = 190,000);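 active = percentage of spot-positive cells more than 3 SD above its plate mean, without a fluorescence outlier flag or 80% toxicity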;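 also: spot-positive cell cutoff set from DMSO-treated cells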
HIV peptide binding = inhibitors of HIV fusion peptide binding, primary screen, biochemical, uHTS, fluorescence dequenching (AID 1986); cell-free peptide binding, fluorescence dequenching, 30 min; higher % means a stronger effect; one-dose inhibition, % at 20 µM; IC50 in µM for titrated hits; actives 0.3% (n = 290,000); in the data active = inhibition mostly above about 52%, no sharp cut-off; inactive = mostly below about 76%; also: some results filed as inactive read as strong as hits
MT stabilize HCS = microtubule stabilizers in HeLa cells, primary screen, imaging, high-content imaging; HeLa tubulin immunostaining HCS, 24 h; share of cells brighter than vehicle mean+2SD; % tubulin-high responders, % at 10 µM; actives 0.83% (n = 200,000);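 active = plate Z-score above 3 for both tubulin-high and condensed-nucleus cell shares, with cell loss under 80%, at 10 µM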;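 also: anti alpha tubulin signal scored within the nucleus-defined area of each cell; some results filed as inactive read as strong as hits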
AID2073 = inhibitors of Mint1-CaV2.2 protein interaction, biochemical, HTRF (AID 2073); HTRF protein-protein interaction, Mint1-CaV2.2; higher % means a stronger effect; actives 0.19% (n = 290,000); one-dose inhibition, % at 20 µM; IC50 in µM for titrated hits; Voltage-dependent N-type calcium channel subunit alpha-1B (Homo sapiens); in the data active = inhibition mostly above about 51%, no sharp cut-off; also: some results filed as inactive read as strong as hits
Yfh1-depleted yeast = enhancers of respiration in Yfh1-depleted yeast, dose response, Friedreich's ataxia, plus single-dose screen (AID 1465) | S. cerevisiae Yfh1-off respiration, WST-1 reduction, 72 h; higher fold induction means a stronger effect | fold induction at 50 µM, or EC50 in µM where a hit was titrated | actives 0.074% (n = 220,000);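 active = fold induction of absorbance versus untreated yeast above a set limit, then at least 30% activation at any dose in follow-up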;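 also: activators that raise dye reduction in frataxin-depleted yeast; strong numbers were not always called active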
bCat nuc transl = modulators of beta-catenin nuclear translocation, primary screen, imaging, HeLa cells, immunofluorescence, high-content; nuclear translocation activity, % at 5 µM; actives 0.3% (n = 190,000); AID 1665, 2009;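 active = nuclear translocation activity above 50% at 5 µM, with a well cell count of 50 or more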;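 also: per-cell ratio of nuclear to cytoplasmic median beta-catenin stain intensity; plate controls were DMSO negative control for no effect and GSK-3 inhibitor IX positive control for full effect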
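Assay system: human HeLa cells, native beta-catenin; doses: 5 µM primary, 0.02–20 µM confirmation; incubation: compound treatment 24 h, 37°C, 5% CO2; technique: fluorescence imaging of beta-catenin antibody stain plus DAPI; measure: % activation, nuclear-to-cytoplasmic median beta-catenin signal ratio per cell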
WT yeast gro inh mutant strain = further read-out of WT yeast gro inh, marked with its call; inhibition, %; mitochondrial fusion phenotypic screen, mutant strain inhibition
Dynein transport cytoplasmic EGFP = further read-out of Dynein transport, marked with its call; z-score; measured here: cytoplasmic GR-EGFP intensity; hits give high values
Dynein transport nuclear GR-EGFP = second read-out of Dynein transport, no call of its own (marks repeat the call); z-score; measured here: nuclear GR-EGFP intensity;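 lower value marks the stronger effect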
Dynein transport cell count = second read-out of Dynein transport, no call of its own (marks repeat the call); z-score; measured here: cell count per field
Ins promoter up cell count = recorded beside Ins promoter up, whose call it bears; cell count; measured here: cytotoxicity, nuclei count;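 total cells summed across four imaged fields per well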
bCat nuc transl cell count 5 µM = second read-out of bCat nuc transl, no call of its own (marks repeat the call); cell count; measured here: cell count, cytotoxicity flag
MT stabilize HCS Hoechst-high % = recorded beside MT stabilize HCS, whose call it bears; % Hoechst-high responders; measured here: nuclear condensation Hoechst responders;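 share of cells brighter than vehicle mean plus two SD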
MT stabilize HCS cytotoxicity % = also measured in MT stabilize HCS; calls as there; toxicity, %; measured here: cytotoxicity by cell density;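 0% = mean cell density of plate MIN control wells and 100% = no cells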
Autophagy mod cell loss 18 h = recorded beside Autophagy mod, whose call it bears; toxicity, %; measured here: cell loss, nuclei count;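 cell loss after 18 h compound exposure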
The depositor's hits bear a star; i = inactive; / = no result given; + = active, no number. Compounds were not picked by outcome (roughly 4.2% active in at least one column).

SMILES	WT yeast gro inh	WT yeast gro inh mutant strain	Dynein transport	Dynein transport cytoplasmic EGFP	Dynein transport nuclear GR-EGFP	Dynein transport cell count	Ins promoter up	Ins promoter up cell count	Autophagy mod	Autophagy mod cell loss 18 h	HIV peptide binding	MT stabilize HCS	MT stabilize HCS Hoechst-high %	MT stabilize HCS cytotoxicity %	AID2073	Yfh1-depleted yeast	bCat nuc transl	bCat nuc transl cell count 5 µM
COc1ccc(-n2c(N)c(C(=O)NCc3cccnc3)sc2=S)cc1	-6.7	-9.7	-0.866	-0.0587	-0.289	0.325	-0.23	911	i	-11.3	-2.3%	1.4	0.9	6.4	-2.3%	i	/	/
Fc1ccccc1N1CCN(C2CCN(Cc3c[nH]c4ccccc34)CC2)CC1	5.3	-2.5	/	/	/	/	0.89	932	/	/	-1.4%	/	/	/	-3.4%	i	0.9	1099
CCCCCCCCCCOC(=O)C[N+](C)(C)C/C=C(/C)Cl	76.8	85.6	-0.976	-0.23	-0.0467	-0.496	-0.92	1192	i	3.6	-0.3%	1.9	2.0	7.5	-5.8%	i	/	/
O=C(COC(=O)c1cccnc1Cl)NCc1ccc2c(c1)OCO2	-20.2	1.6	0.212	-0.12	0.424	-0.694	0.25	1547	i	-15.2	2.4%	3.1	4.5	6.0	7.6%	i	-2.1	1155
Cc1[nH]n(-c2ccccc2)c(=O)c1Sc1ccc(Cl)cc1	-0.4	-8.8	0.0852	-0.223	-0.0722	0.101	0.25	1359	i	1.3	-0.9%	5.3	1.4	6.9	2.0%	i	-1.9	1031
O=C(O)CCC(NC(=O)c1cncc(O)c1)C(=O)O (stereo not drawn)	-9.0	-1.4	-0.214	-0.249	0.501	0.817	-0.65	784	i	13.6	4.1%	1.1	1.2	4.8	4.3%	i	/	/
Cc1ccc(NC(=O)c2ccc([N+](=O)[O-])o2)c(C)c1	10.9	19.7	-0.227	-0.116	-0.0925	-0.0797	-0.56	1130	i	23.3	3.7%	5.6	2.4	15.7	3.5%	i	1.7	1430
Cc1ccccc1NC(=O)OCc1cccnc1Sc1ccc(Cl)cc1	-1.6	-6.3	0.113	-0.21	-0.137	0.458	-1.07	1475	i	27.9	-2.1%	2.0	2.3	5.7	2.9%	i	3.0	1454
Cc1cc(NC(=O)/C(C#N)=C/c2ccc(-c3ccc(SC(F)F)cc3)o2)n(-c2ccccc2)n1	-8.2	-15.6	0.0454	-0.119	-0.115	0.0863	3.43*	1461*	+	-2.5*	13.5%	2.3	5.8	6.1	15.9%	i	-2.3	1104
CCOC(=O)/C=C1\NC2(CCCCC2)Cc2cc(OC)c(OC)cc21	/	/	-0.849	1.75	0.107	1.23	/	/	i	-0.5	/	3.0	2.1	7.0	/	i	/	/
Cc1nc(N2CCOCC2)nc(N2CCC(C)CC2)c1[N+](=O)[O-]	/	/	-0.356	-0.214	0.235	-0.0326	-0.17	1031	/	/	-0.2%	/	/	/	3.9%	i	0.6	1218
Cc1ccccc1C(=O)O/N=C(\c1ccccc1)c1ccccn1	16.6	4.2	-0.955	-0.111	-0.289	0.737	0.12	1418	i	-0.4	-0.9%	3.2	2.3	13.2	-3.8%	i	-0.9	1114
COc1cc2c(cc1OC)C(c1ccccc1)N(S(C)(=O)=O)CC2 (stereo not drawn)	-11.8	-3.4	-0.406	-0.301	-0.143	0.811	0.18	1279	i	-30.7	0.3%	2.8	1.5	2.8	15.9%	i	-0.3	1119
CCCCc1nnc(SCc2ccc(OCC)cc2)n1N	17.2	4.5	0.396	-0.122	0.548	-0.274	/	/	i	1.1	-2.1%	6.0	4.4	7.3	-1.8%	i	/	/
CCOc1ccccc1NC(=O)C(NCC1(N2CCCCC2)CCCCC1)c1ccccc1 (stereo not drawn)	26.2	-3.8	0.174	-0.175	-0.233	1.4	-1.21	1075	+	11.3*	0.8%	3.1	2.6	1.6	1.9%	i	2.0	993
CCCCN(CCCC)CC(O)COc1ccc(Br)cc1 (stereo not drawn)	/	/	0.152	-0.715	-0.0394	-0.39	-0.56	908	/	/	0.2%	/	/	/	1.4%	i	1.7	1299
CSCCOC(=O)C1=C(C)NC(=O)CC1c1ccccc1Cl (stereo not drawn)	30.1	-5.5	-0.607	-0.175	-0.236	0.307	-0.74	1118	i	-9.3	2.8%	2.3	2.5	5.8	-1.6%	i	-2.1	1420
CC(O)C(O)C(O)C(O)/C=N/NC(=O)c1ccccc1 (stereo not drawn)	12.4	3.1	1.67	0.0653	1.44	-1.8	0.44	1302	i	-3.4	0.7%	7.1	1.2	6.3	16.1%	i	0.7	1110
Cc1cccc(C)c1NC(=O)c1cc(S(=O)(=O)N2CCOCC2)ccc1F	-13.5	-5.9	1.1	-0.175	1.55	-1.13	/	/	i	-12.9	0.0%	2.1	1.6	4.8	-0.4%	i	1.1	1101
COC(=O)C(C(=O)OC)c1ccc(-n2cccc2)cc1	35.8	23.9	1.07	-0.309	1.25	-0.207	0.77	1493	i	16.2	0.1%	2.3	3.2	7.6	-3.6%	i	-2.8	862
CC(C)CNS(=O)(=O)c1cc(C(=O)N2CC(C)OC(C)C2)c(Cl)cc1Cl (stereo not drawn)	10.9	1.4	0.14	-0.147	0.335	-0.0197	1	1457	i	5.3	-0.2%	1.9	1.3	9.2	-2.2%	i	-0.1	1177
O=C(CN1C(=O)COc2ccccc21)NCCN1CCC(Cc2ccccc2)CC1	7.2	-1.6	-0.428	-0.188	-0.146	1.31	-0.21	912	i	-1.4	-0.4%	2.5	0.8	4.6	0.7%	i	/	/
CC(=O)C1=C(O)C(=O)N(Cc2ccccc2)C1c1ccco1 (stereo not drawn)	6.5	1.3	-0.909	-0.156	-0.0979	0.197	1.33	1214	i	-7.7	0.0%	7.2	2.4	5.3	19.1%	i	-4.6	747
O=C(CCCc1ccccc1)NC1CC1	-15.6	-26.2	-0.193	-0.224	-0.47	-0.0618	-0.08	1274	i	-12.6	4.0%	2.8	2.9	7.9	-3.6%	i	-4.2	553
CC1CC(=S)Nc2ccccc2N1C(=O)Nc1ccccc1 (stereo not drawn)	-12.0	-2.3	-0.298	-0.137	-0.045	-0.633	0.02	1256	i	-4.1	0.2%	6.1	2.0	4.6	-0.3%	i	-3.1	568
O=C(NCCCn1ccnc1)c1ccc(N2CCCCCC2)c([N+](=O)[O-])c1	-12.1	7.4	-0.557	-0.296	0.133	-0.346	0.09	897	i	10.7	-1.7%	1.4	3.0	7.4	-8.9%	i	-2.8	1170
O=C(NCC12CC3CC(C1)CC(CNC(=O)N1CCCC1)(C3)C2)N1CCCC1	-6.0	1.0	-0.631	-0.286	-0.0378	0.256	-0.77	1180	i	4.7	0.0%	1.8	0.7	44.6	-5.8%	i	-0.8	1106
NC(=O)/C(=C/c1ccco1)C(N)=S	/	/	-0.305	-0.252	-0.186	0.578	-0.98	1436	/	/	9.0%	/	/	/	32.6%	i	-0.7	1317
CCn1c(-c2cc(-c3ccc(OC(C)C)cc3)nc3ccccc23)n[nH]c1=S	24.8	-29.1	-0.151	-0.12	0.317	0.598	-1.21	926	i	-11.3	5.4%	1.8	1.3	7.3	1.7%	i	-5.5	1148
O=C(O)CSc1nc(C(F)(F)F)cc(=O)n1-c1ccccc1	-2.5	-13.7	-0.643	-0.138	-0.512	-0.987	/	/	i	7.1	-3.9%	3.2	2.3	5.1	-1.5%	i	/	/
CCOC(=O)C(C)NC(=O)C(NC(=O)C1CCC(CC)CC1)C(C)C (stereo not drawn)	-20.2	-14.3	-0.456	-0.168	-0.00652	0.115	1.08	1880	i	23.4	1.5%	7.8	2.3	8.0	9.5%	i	-1.0	1087
Cc1cccc(-c2cc3c(N=O)c4ccccc4c-3n[nH]2)c1	27.6	20.2	0.274	-0.284	0.135	-0.93	-1.3	1364	i	39.5	-0.1%	2.7	2.5	5.8	7.3%	i	-1.3	1136
O=C(Nc1ccc2c(c1)OCO2)c1ccc(Cl)s1	11.7	2.6	-0.24	-0.00767	-0.135	0.666	1.14	756	i	-6.4	-1.5%	1.1	1.1	10.6	0.8%	i	/	/
CC(=O)Nc1cccc(/C(C)=N/NC(=O)c2cccs2)c1	1.6	2.6	-0.353	-0.245	0.429	0.361	0.17	1515	i	-15.2	-2.1%	1.7	2.6	1.4	25.7%	i	-2.5	1072
CC1=CC(C)C2(CO)COC(c3ccccc3O)C1C2C (stereo not drawn)	2.5	4.3	1.77	0.437	1.48	-1.79	-1.88	939	i	-9.5	-2.6%	1.3	1.7	7.7	-1.8%	i	-4.2	1182

Part of the list above in order of count of non-hydrogen atoms, low to high.
SMILES	WT yeast gro inh	WT yeast gro inh mutant strain	Dynein transport	Dynein transport cytoplasmic EGFP	Dynein transport nuclear GR-EGFP	Dynein transport cell count	Ins promoter up	Ins promoter up cell count	Autophagy mod	Autophagy mod cell loss 18 h	HIV peptide binding	MT stabilize HCS	MT stabilize HCS Hoechst-high %	MT stabilize HCS cytotoxicity %	AID2073	Yfh1-depleted yeast	bCat nuc transl	bCat nuc transl cell count 5 µM
CC1=CC(C)C2(CO)COC(c3ccccc3O)C1C2C (stereo not drawn)	2.5	4.3	1.77	0.437	1.48	-1.79	-1.88	939	i	-9.5	-2.6%	1.3	1.7	7.7	-1.8%	i	-4.2	1182
O=C(NCCCn1ccnc1)c1ccc(N2CCCCCC2)c([N+](=O)[O-])c1	-12.1	7.4	-0.557	-0.296	0.133	-0.346	0.09	897	i	10.7	-1.7%	1.4	3.0	7.4	-8.9%	i	-2.8	1170
CCn1c(-c2cc(-c3ccc(OC(C)C)cc3)nc3ccccc23)n[nH]c1=S	24.8	-29.1	-0.151	-0.12	0.317	0.598	-1.21	926	i	-11.3	5.4%	1.8	1.3	7.3	1.7%	i	-5.5	1148
